# GLP-1R inv ag – qHTS of GLP-1 Receptor Inverse Agonists (Inhibition Mode). HEK293 GLP-1R CRE-luciferase, luminescence, 24 h; GLP-1R form is constitutively active. 410,000 compounds, 1.6% hits. Potency, µM (series often up to 38.3 µM), inactives show at the top dose activity change, negative = inhibition, hits mostly inhibitors; also: % is scaled to controls: 0 for no effect and ±100 for the full control effect; nearly all actives have a fitted effect of over 55% in size
# Target sequence (P43220 whole entry, looked up): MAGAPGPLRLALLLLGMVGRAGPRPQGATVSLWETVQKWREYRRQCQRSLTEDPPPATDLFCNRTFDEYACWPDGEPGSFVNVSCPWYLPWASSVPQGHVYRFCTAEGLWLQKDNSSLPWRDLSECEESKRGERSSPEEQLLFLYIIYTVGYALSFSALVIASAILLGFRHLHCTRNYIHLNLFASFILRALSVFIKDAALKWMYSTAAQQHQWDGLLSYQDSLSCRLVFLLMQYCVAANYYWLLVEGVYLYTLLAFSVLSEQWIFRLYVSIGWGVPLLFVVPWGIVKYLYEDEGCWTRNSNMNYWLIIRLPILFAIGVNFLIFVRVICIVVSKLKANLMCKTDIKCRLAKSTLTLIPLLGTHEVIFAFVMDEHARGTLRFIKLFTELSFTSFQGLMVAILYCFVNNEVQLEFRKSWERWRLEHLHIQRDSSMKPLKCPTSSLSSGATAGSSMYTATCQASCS
#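 Inverse agonists were sought by their lowering of basal cAMP reporter luciferase output in HEK293 cells stably carrying constitutively active human GLP-1R, after 24 h compound treatment.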
# HT1080NT lethal – qHTS for induction of synthetic lethality in tumor cells producing 2HG: qHTS for the HT-1080-NT fibrosarcoma cell line. HT-1080-NT fibrosarcoma viability, CellTiter-Glo ATP luminescence, 48 h. Potency, µM (top dose mostly 46.1 µM), without a hit: top-dose activity, negative = less viability, hits mostly cytotoxic. 360,000 compounds, 1.6% hits. AID 686970, 2013;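 also: NT is the 2HG producing partner of a matched IDH1 knockdown line; 0% = DMSO-treated cells and -100% = media-only wells without cells; nearly all actives have a fitted effect of over 55% in size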
#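 Fibrosarcoma NT cells, 750 per well in 5% FBS RPMI, were exposed to compound for 48 hours. Viability: CellTiter-Glo luminescence.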
# TDP43 rescue – qHTS of TDP-43 Inhibitors. TDP-43 expressing yeast growth rescue, BacTiter-Glo, 24 h. Potency, µM (titrated, usually from 46.1 µM), inactives show top-dose growth rescue (activation), hits mostly activators. 410,000 compounds, 1.8% hits; also: % of control where 0% means no effect; nearly all actives have a fitted effect of over 50% in size
#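 Galactose-induced TDP-43 yeast, OD600=0.02, compound pinned; 24 hr, 30 deg C; BacTiter-Glo luminescence for growth. Inhibitors of TDP-43 toxicity read as activators.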
# KB-3-1 cytotox – qHTS assay for MDR1-selective chemotherapeutics: Primary screen using the parental adenocarcinoma cell KB-3-1; KB-3-1 viability, CellTiter-Glo ATP luminescence, 72 h; Potency, µM (highest dose often 46.1 µM), inactives show at the top dose activity change, negative = cytotoxic, usual class: cytotoxic; 400,000 compounds, 1.4% hits; AID 1347075, 2019; also: % is scaled to controls: 0 for no effect and ±100 for the full control effect; nearly all actives have a fitted effect of over 60% in size
#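 72 h, 37 °C compound treatment of KB-3-1 parental cells; CellTiter-Glo added, 10 min, luminescence read. Data corrected against DMSO-only plates and normalized before curve fitting.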
# HT1080 IDH1KD tx – qHTS for induction of synthetic lethality in tumor cells producing 2HG: qHTS for the HT-1080-IDH1KD cell line. 360,000 compounds, 2% hits. Potency, µM (top dose mostly 46.1 µM), without a hit: at the highest dose activity, negative = toxicity, most hits filed as cytotoxic. HT-1080 IDH1 knockdown viability, ATP luminescence, 48 h;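 also: 0% = DMSO wells and -100% = cell-free medium wells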
#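 Using the IDH1-knockdown HT-1080 line run in the same batch and compound series as the NT line, viability after 48 h at 37 °C was determined by CellTiter-Glo luminescence and expressed as % activity.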
# GLP-1R agonist – qHTS of GLP-1 Receptor Agonists; 380,000 compounds, 0.007% hits; HEK293 GLP-1R CRE-luciferase, luminescence, 4-6 h; cells express a hypersensitive GLP-1R form; Potency, µM (titrated, usually from 45.6 µM), for inactives: at the top dose activation, hits mostly activators; AID 624172, 2012; also: % of control where 0% means no effect
# GLP1R cytotox – qHTS of GLP-1 Receptor Inverse Agonists: Cytotox Screen; HEK293 cAMP-luciferase reporter cells, luminescence, 24 h; Potency, µM (doses to about 38.3 µM), inactives show at the highest dose activity change, negative = inhibition, usual class: inhibitors; 410,000 compounds, 0.13% hits;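 also: loss of luciferase light is scored as toxicity; % is scaled to controls: 0 for no effect and ±100 for the full control effect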
#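 Cells in DMEM/10% Nu serum/1% pen-strep, 1536-well format. Pre-incubated 12 h, dosed with 23 nL compound, incubated a further 24 h. Luciferase detection, 12 min at room temp, luminescence.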
# KB-V1 MDR tox – qHTS assay for MDR1-selective chemotherapeutics: Primary screen using the drug-selected MDR subline cells KB-V1; Potency, µM (doses to about 46.1 µM), inactives show at the top dose activity change, negative = cytotoxicity, most hits filed as cytotoxic; 400,000 compounds, 3.4% hits; KB-V1 MDR cells viability, CellTiter-Glo, 72 h; also: % is scaled to controls: 0 for no effect and ±100 for the full control effect; nearly all actives have a fitted effect of over 60% in size
#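 Drug-selected KB-V1 cells, grown in DMEM lacking phenol red with 10% FBS, receive compound titrations; after three days at 37 degrees C, surviving cell ATP is quantified by CellTiter-Glo luminescence and responses normalized and curve-fitted.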
# SW480 rereplic – A quantitative high throughput screen for small molecules that induce DNA re-replication in SW480 colon adenocarcinoma cells. AID 624297, 2012. Potency, µM (doses to about 46.1 µM), without a hit: at the top dose re-replication activation, most hits filed as activators. 340,000 compounds, 1.8% hits. SW480 DNA re-replication, Hoechst DNA content imaging, 48 h; also: % of control where 0% means no effect; nearly all actives have a fitted effect of over 55% in size
#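 250 cells/well; 23 nL cpd via pin tool; 48 hr, 37 C, 5% CO2; Hoechst 40 min; imager read of total nuclear intensity, ex 405/em 500-530 nm.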
# * = called active by the depositor; ? = inconclusive; / = no result given; [ ] = remark or other dose. Calls follow the shape of the dose curve; as a rule, active = well fitted curve in the direction sought with a large enough effect; inconclusive = small, poorly fitted or top-dose-only effect, or another doubt; inactive = no such curve, though single readings can be large; an effect the other way counts as inactive or inconclusive. Potency is read from the fitted curve at half-maximal effect.
1) COc1cccc(S(=O)(=O)N(C)C[C@H]2OCc3cnnn3CCCC(=O)N([C@@H](C)CO)C[C@@H]2C)c1
2) CCN(CCc1ccccc1)c1ccc2c(c1)C1CC2CCN1Cc1ccccc1 (stereo not drawn)
3) Cc1ccc(C(=O)NC(=O)CSc2nnc(C)s2)cc1
4) CC(C)OCCCNc1nc(-c2ccccc2)nc2ccccc12
5) CC1(C)CC(=O)C(C(O)c2ccccc2)C(C)(C)N1 (stereo not drawn)
6) Nc1cnc(CNc2ccccc2Cl)cn1
assay / compound	1	2	3	4	5	6
GLP-1R inv ag	8%	-12%	4%	?	11%	3%
HT1080NT lethal	-6%	-16%	0%	-7%	-11%	-2%
TDP43 rescue	17%	22%	27%	?	-25%	16%
KB-3-1 cytotox	4%	?	17%	-7%	-2%	9%
HT1080 IDH1KD tx	-5%	-14%	6%	-25%	-1%	-5%
GLP-1R agonist	-2%	-1%	0%	9%	-3%	13%
GLP1R cytotox	-2%	0%	-5%	-26%	4%	2%
KB-V1 MDR tox	14%	-12%	?	-24%	-4%	0%
SW480 rereplic	/	/	6%	?	?	-4%[9.22 µM]

7) CC(=O)CSc1nc(N(C)C)nc(N(C)C)n1
8) O=C(COC(=O)c1cccc(S(=O)(=O)N2CCOCC2)c1)NCc1ccc2c(c1)OCO2
9) O=C(Nc1ccc(CN2CCS(=O)(=O)CC2)cc1)c1ccc(C(F)(F)F)cc1
10) COc1ccc(OC)c(COC(=O)c2cccc(S(=O)(=O)N3CCCCC3)c2)c1
11) COc1ccc(C2C(C(=O)Nc3cccc(C)n3)c3ccccc3C(=O)N2C)cc1OC (stereo not drawn)
12) COc1cc(Cl)c(C)cc1NC(=O)c1ccc2c(Cl)c3c(nc2c1)CCC3
assay / compound	7	8	9	10	11	12
GLP-1R inv ag	9%	-16%	-22%	?	18%	10%
HT1080NT lethal	4%	4%	?	-12%	2%	/
TDP43 rescue	-6%	-14%	10%	-9%	27%	10%
KB-3-1 cytotox	9%	0%	?	-14%	-17%	11%
HT1080 IDH1KD tx	-4%	3%	-25%	-24%	4%	/
GLP-1R agonist	-3%	9%	7%	-3%	1%	-2%
GLP1R cytotox	-9%	-4%	-10%	16%	-4%	1%
KB-V1 MDR tox	0%	-1%	?	-8%	-5%	-4%
SW480 rereplic	?	?	-1%	?	1%	/

13) COc1ccc(/C=C/C(=O)N2CCN(c3ccccn3)CC2)cc1OC
14) Cn1c(=O)c2c(n3ncnc13)NC(=O)CC2c1cccc(F)c1 (stereo not drawn)
15) O=C(COc1ccc(Oc2ccccc2)cc1)NC1CCS(=O)(=O)C1 (stereo not drawn)
16) CC(=O)NC(C)c1cc(Cl)c2ccccc2c1O (stereo not drawn)
17) CN(CC(=O)Nc1cccc(F)c1)C(=O)CCCc1cccs1
18) O=C(NC1CCCC1)c1sc(=S)n2c1[nH]c(=O)c1ccccc12
assay / compound	13	14	15	16	17	18
GLP-1R inv ag	64%	1%	?	/	-33%	0%
HT1080NT lethal	-8%	/	?	/	6%	-2%
TDP43 rescue	-6%	13%	-2%	/	6%	-2%
KB-3-1 cytotox	25%	6%	?	5%	0%	12µM*
HT1080 IDH1KD tx	0%	/	-13%	/	3%	-42%
GLP-1R agonist	8%	-1%	3%	4%	7%	-1%
GLP1R cytotox	-3%	4%	2%	/	4%[1.53 µM]	?
KB-V1 MDR tox	-7%	11%	-3%	-8%	-26%	?
SW480 rereplic	3%	/	1%	-4%	0%	?

# Already shown: an excerpt of the list.
8) O=C(COC(=O)c1cccc(S(=O)(=O)N2CCOCC2)c1)NCc1ccc2c(c1)OCO2
9) O=C(Nc1ccc(CN2CCS(=O)(=O)CC2)cc1)c1ccc(C(F)(F)F)cc1
10) COc1ccc(OC)c(COC(=O)c2cccc(S(=O)(=O)N3CCCCC3)c2)c1
11) COc1ccc(C2C(C(=O)Nc3cccc(C)n3)c3ccccc3C(=O)N2C)cc1OC (stereo not drawn)
12) COc1cc(Cl)c(C)cc1NC(=O)c1ccc2c(Cl)c3c(nc2c1)CCC3
13) COc1ccc(/C=C/C(=O)N2CCN(c3ccccn3)CC2)cc1OC
14) Cn1c(=O)c2c(n3ncnc13)NC(=O)CC2c1cccc(F)c1 (stereo not drawn)
15) O=C(COc1ccc(Oc2ccccc2)cc1)NC1CCS(=O)(=O)C1 (stereo not drawn)
assay / compound	8	9	10	11	12	13	14	15
GLP-1R inv ag	-16%	-22%	?	18%	10%	64%	1%	?
HT1080NT lethal	4%	?	-12%	2%	/	-8%	/	?
TDP43 rescue	-14%	10%	-9%	27%	10%	-6%	13%	-2%
KB-3-1 cytotox	0%	?	-14%	-17%	11%	25%	6%	?
HT1080 IDH1KD tx	3%	-25%	-24%	4%	/	0%	/	-13%
GLP-1R agonist	9%	7%	-3%	1%	-2%	8%	-1%	3%
GLP1R cytotox	-4%	-10%	16%	-4%	1%	-3%	4%	2%
KB-V1 MDR tox	-1%	?	-8%	-5%	-4%	-7%	11%	-3%
SW480 rereplic	?	-1%	?	1%	/	3%	/	1%

# Further records.
19) Cc1ccc2c(c1)-c1cc(C)nn1C(c1cc(Br)ccc1O)N2 (stereo not drawn)
20) O=C(COC(=O)/C=C/c1cccc(Cl)c1Cl)Nc1ccc2[nH]c(=O)[nH]c2c1
21) O=C1CCc2cc(NS(=O)(=O)c3ccccc3)cc3c2N1CCC3
22) O=C(N/N=C/C(Br)=C/c1ccccc1)c1cccnc1
23) COc1ccc(N2CCC(CNC(=S)Nc3ccc(C)cc3C)C2)cc1 (stereo not drawn)
24) O=C(CSCc1c(Cl)cccc1Cl)Nc1ccc2c(c1)OCCO2
assay / compound	19	20	21	22	23	24
GLP-1R inv ag	-29%	4%	21%	?	?	?
HT1080NT lethal	/	5%	-10%	?	-17%	4%
TDP43 rescue	21%	?	-16%	-13%[1.82 µM]	?	?
KB-3-1 cytotox	?	29%	-8%	7%	-3%	?
HT1080 IDH1KD tx	/	3%	-1%	-18%	-2%	-6%
GLP-1R agonist	/	-14%	21%	33%	12%	6%
GLP1R cytotox	-6%	-14%	-1%	?	8%	72%[activator]
KB-V1 MDR tox	9%	5%	-2%	0%	3%	10µM*
SW480 rereplic	/	-5%	0%	?	0%	?

25) Cc1cccc(NC(=O)CSc2nc3ccc(NC(=O)COc4ccc(Cl)cc4)cc3s2)c1
26) COc1ccc(CN2C(=O)CSCC2(C)C(=O)Nc2c(C)cccc2C)cc1OC (stereo not drawn)
27) Cc1cccc(NC(=O)CN2CCN(C(=O)c3ccc(OCc4cn5ccccc5n4)cc3)CC2)c1C
28) C=CCn1nc2n(c1=O)-c1ccccc1SC2
29) O=C(COc1ccccc1)NC(=S)Nc1cccc(NC(=O)c2ccccc2Cl)c1
30) CCO[C@H]1OC(C(=O)NC2CC2)=C[C@@H](C2CC2)[C@@H]1CCCO
assay / compound	25	26	27	28	29	30
GLP-1R inv ag	-3%	22%	5%	5%	8%	11%
HT1080NT lethal	/	20%	-8%[9.24 µM]	-12%	7%	4%
TDP43 rescue	1%	6%	-4%	15%	-27%	17%
KB-3-1 cytotox	?	16%	7%	3%	-1%	29%
HT1080 IDH1KD tx	/	11%	-2%	16%	3%	13%
GLP-1R agonist	/	/	9%	1%	-1%	9%
GLP1R cytotox	-12%	0%	-12%	0%	-23%	-15%
KB-V1 MDR tox	-17%	-12%	-2%	11%	5%	19%
SW480 rereplic	/	/	-25%	-17%	2%	6%[9.22 µM]

31) COc1ccc(CNC(=O)C2Cc3cc(S(=O)(=O)N4CCCC4)ccc3N2C(C)=O)c(OC)c1 (stereo not drawn)
32) N#Cc1ccc(S(=O)(=O)NCC(=O)OCC(=O)NCCc2ccccc2)cc1
33) Cc1nnc(SCC(=O)N(C(C)C)C(C)C)[nH]c1=O
34) C/C=C(\C)C(=O)NCCN1C2=NC[C@H](Cc3ccccc3)N2C[C@@H]1Cc1ccc(OC)cc1
35) COc1ccc(C(=O)N(c2ccccc2)c2nccc3ccccc23)cc1OC
36) Cn1c(=O)c(C(=O)CN2CCCCC2)c(N)n(Cc2ccccc2)c1=O
assay / compound	31	32	33	34	35	36
GLP-1R inv ag	10%	-10%	3%[0.307 µM]	8%	15%	?
HT1080NT lethal	-2%	12%	24%	-7%	-1%	8%
TDP43 rescue	1%	4%	9%	0%	3%	-9%
KB-3-1 cytotox	-5%	9%	1%	0%	0%	2%
HT1080 IDH1KD tx	1%	-5%	2%	0%	-1%	-11%
GLP-1R agonist	8%	-3%	-13%	2%	1%	5%
GLP1R cytotox	3%	-1%	-1%[0.307 µM]	-21%	-4%	5%
KB-V1 MDR tox	15%	13%	2%	11%	-8%	19%
SW480 rereplic	-5%	15%	-4%	-5%	-16%	?

37) Fc1ccc(-c2ccc(-c3nn4c(-c5ccco5)nnc4s3)o2)cc1
38) COc1ccc(N2CC(C(=O)OCC(=O)c3ccc(C)cc3)CC2=O)cc1 (stereo not drawn)
39) COc1ccc(-c2cc(=O)oc3cc(O)ccc23)cc1
40) COC(=O)c1cccc(NC(=O)c2cccnc2)c1
41) O=C(Cn1nnc(-c2cccs2)n1)NNC(=O)c1ccccc1Cl
assay / compound	37	38	39	40	41
GLP-1R inv ag	77%[activator]	14%	-31%	-11%	14%
HT1080NT lethal	13%	-3%	-25%	13%	9%
TDP43 rescue	14%	-2%	-12%	16%	-7%
KB-3-1 cytotox	8%	-6%	-3%	7%	24%
HT1080 IDH1KD tx	17%	7%	?	29%	7%
GLP-1R agonist	-7%	7%	5%	-4%	9%
GLP1R cytotox	11%	0%	395%[activator]	-8%	-4%
KB-V1 MDR tox	2%	7%	-4%	?	23%
SW480 rereplic	-5%	?	?	-5%	8%

# Screening data: PubChem, National Center for Advancing Translational Sciences (NCATS)
